IMPase inh – cell-permeable inhibitors of inositol monophosphatase (IMPase); P97697; CHO-M1 cells, IP1 accumulation, HTRF TR-FRET ratio; inhibition (IP1 accumulation), % at 46.1 µM; 120,000 tested, under 10 active; AID 901; active means well fitted curve in the direction sought with a large enough effect in the signal ratio, not every such curve was filed as active; inconclusive means small, poorly fitted or top-dose-only effect, or a change in a side signal; inactive means no such curve, though single readings can be large or run the other way; the % refers to the signal ratio;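 further: cells stimulated with carbachol in lithium chloride buffer; plate controls were DMSO basal wells for no effect and reference inhibitor wells for full effect; higher means more IMPase inhibition seen as more IP1 and lower FRET ratio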
Target sequence (P97697 whole entry, looked up): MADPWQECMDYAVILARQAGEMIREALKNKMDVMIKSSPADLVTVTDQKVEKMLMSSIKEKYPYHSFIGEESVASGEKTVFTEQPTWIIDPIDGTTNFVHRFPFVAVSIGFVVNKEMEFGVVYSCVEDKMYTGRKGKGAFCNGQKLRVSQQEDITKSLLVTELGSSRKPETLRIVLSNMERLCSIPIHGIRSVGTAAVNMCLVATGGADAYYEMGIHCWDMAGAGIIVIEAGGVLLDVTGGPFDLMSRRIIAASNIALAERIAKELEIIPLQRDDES
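Elevated IP1 in lysates lowers TR-FRET signal (665/620 ratio and 620 channel reported). Cells were CHO-M1, given carbachol (50 uM as added) plus 50mM LiCl, pH 7.4, 30 min, 37C; compounds titrated up to 46 uM; AC50 by Hill equation.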
* = called active by the depositor; u = inconclusive.

IMPase inh	compound
1.6	O=C(Cn1cc(S(=O)(=O)N2CCN(c3ccccc3F)CC2)c2ccccc2c1=O)Nc1ccc(F)cc1Cl
-0.7	COc1ccc(CNc2nc(-c3ccccc3)nn2C(=O)c2ccccc2OC)cc1
7.5	Cc1ccc2nc(N3CCN(c4cccc(Cl)c4)CC3)c(-n3nc(C)cc3C)nc2c1
1.5	COc1ccc(CN2CCN(c3ncnc4sc5c(c34)CCCC5)CC2)cc1F
0.6	O=c1oc2ccc3ccccc3c2cc1-c1nnc(Nc2ccc(Cl)cc2Cl)s1
4.9	CC(C)NC(=O)CCSc1nc(-c2ccc3c(c2)OCO3)cc(C(F)(F)F)n1
0.0	Cc1cc2nc(-c3ccc(OCc4ccccc4)cc3)cc(C(F)(F)F)n2n1
-5.9	CC(C)C(=O)Nc1cccc(C(=O)Nc2nnc(C(F)(F)F)s2)c1
13.9	CC(C)c1ccccc1NC(=O)CSc1nnc(COc2ccccc2Cl)o1
12.4	Fc1ccc(N2CCN(Cc3nnc(-c4ccccc4Cl)o3)CC2)cc1
6.7	CCc1ccc(Oc2nc3c(C)cccn3c(=O)c2/C=C(\C#N)c2nc3ccccc3s2)cc1
-11.5	O=C(Nc1ccc(NC(=O)c2ccc(Br)cc2)c(Cl)c1)c1ccc(Br)cc1
4.9	CCOc1ccc(C2c3c(oc4ccc(C)cc4c3=O)C(=O)N2Cc2ccc3c(c2)OCO3)cc1OC (configuration not stated)
-4.6	CCCCOc1ccc(C(=O)Nc2sc3c(c2C(=O)OCC)CCCCC3)cc1
1.5	Cc1cccn2c(=O)c(/C=C(\C#N)c3nc4ccccc4s3)c(Oc3ccc(F)cc3)nc12

Molecules listed so far with an aryl methoxy group (3):
IMPase inh	compound
-0.7	COc1ccc(CNc2nc(-c3ccccc3)nn2C(=O)c2ccccc2OC)cc1
1.5	COc1ccc(CN2CCN(c3ncnc4sc5c(c34)CCCC5)CC2)cc1F
4.9	CCOc1ccc(C2c3c(oc4ccc(C)cc4c3=O)C(=O)N2Cc2ccc3c(c2)OCO3)cc1OC (configuration not stated)

The list goes on:
IMPase inh	compound
-1.3	CS(=O)(=O)N(Cc1ccccc1)c1ccc(C(=O)Nc2cccc(Cl)c2)cc1
8.9	CC(C)OC(=O)c1c(NC(=O)C2c3ccccc3Oc3ccccc32)sc2c1CCCC2
-4.5	O=C(Nc1sc2c(c1C(=O)Nc1ccccc1)CCC2)c1ccc(Br)cc1
-4.5	CC(=O)c1c(C)oc2ccc(N(C(=O)Oc3ccccc3)S(=O)(=O)c3ccc(C(C)(C)C)cc3)cc12
u	O=c1oc2ccccc2cc1-c1cn2cc(Cc3ccccc3F)sc2n1
u	CCCOc1ccc(Cn2c(=O)sc3ccccc32)cc1
-1.5	Cn1c(=NC(=O)c2ccc(S(=O)(=O)N3CCCC3)cc2)sc2cc(F)ccc21
-15.4	CCOc1ccc(-c2cc(C)n3nc(C(=O)Nc4cc(Cl)ccc4O)cc3n2)cc1
-3.1	Cc1ccc(C(=O)CSc2nc(-c3ccccc3)nc3c2CCCC3)cc1
-3.4	COc1cccc(-c2ccc3c(N)c(C(=O)Nc4ccc(Cl)cc4F)sc3n2)c1
10.5	CC1=C(C(=O)OC2CCCC2)C(c2ccccc2C(F)(F)F)CC(=O)N1 (configuration not stated)
-19.5	CCn1c(=N)c(C(=O)NCC2CCCO2)cc2c(=O)n3cc(C)ccc3nc21 (configuration not stated)
2.5	Cc1ccc(-c2nnc(Nc3ccc(F)cc3)c3ccccc23)cc1S(=O)(=O)N1CCN(C)CC1
-3.5	Cn1nc(-c2ccc(C(=O)Nc3ccc(F)cc3)cc2)c2ccccc2c1=O
-18.1	CCOc1ccc2nc(Cl)c(C3CC(c4ccc(C)cc4)=NN3C(=O)CCC(=O)O)cc2c1 (configuration not stated)

In another format: results already given
CC(C)c1ccccc1NC(=O)CSc1nnc(COc2ccccc2Cl)o1
  IMPase inh: 13.9

Fc1ccc(N2CCN(Cc3nnc(-c4ccccc4Cl)o3)CC2)cc1
  IMPase inh: 12.4

Next section.
IMPase inh	compound
-8.4	CCOC(=O)c1c(C)n(-c2ccccc2)c2ccc(OC(=O)c3cccc(Cl)c3)cc12
-3.8	COc1ccc(S(=O)(=O)N(CCc2ccccc2)CC(=O)NCc2ccccc2)cc1
-1.6	COc1ccc(CCCc2nnc(SCC(=O)Nc3ccc(F)cc3)o2)cc1C
0.8	CCOc1ccc(-c2nc(SCC(=O)NCCCOC)c(-c3ccccc3)[nH]2)cc1
-5.1	CCCC(=O)Nc1cccc(-c2nc3cc(C)c(C)cc3o2)c1C
-6.5	Cc1ccc(Cl)cc1NC(=O)/C(C#N)=C/c1c(C)n(Cc2ccccc2)c2ccccc12
0.9	Cc1cccc(Oc2nc3c(c(=O)n(C)c(=O)n3C)n2Cc2ccccc2)c1C
-1.5	Cc1noc(NS(=O)(=O)c2ccc(NC(=O)c3ccc(Br)cc3)cc2)c1C
5.3	COc1ccc(OCC(=O)NC(Cc2c[nH]c3ccccc23)C(=O)O)cc1 (configuration not stated)
-9.0	CCOc1ccc(-n2nc3ccc(NC(=O)COc4ccccc4)cc3n2)cc1
10.7	CCOc1ccc(OCC(=O)Nc2ccc(S(=O)(=O)Nc3cc(C)on3)cc2)cc1
-4.9	CCOC(=O)c1cnc2c(C)cc(C)cc2c1Nc1ccccc1OCC
-1.0	CCN(Cc1ccccc1)C(=O)CCS(=O)(=O)c1cc(Br)cc2c1N(C(=O)C1CC1)CC2
4.9	Cc1ccc(Nc2c(-c3ccc(Br)o3)nc3ccccn23)cc1
12.2	COc1cc(C2CC(=O)Nc3ccc4ccccc4c32)ccc1OC(=O)C(C)C (configuration not stated)
9.4	Cc1ccccc1Nc1c(-c2cccnc2)nc2cccc(C)n12
-15.0	Cc1cccc(C)c1Nc1c(-c2ccc(Cl)s2)nc2ncccn12
1.5	Cn1c(=O)c2c(nc(SCC(=O)Nc3ccc(F)cc3)n2Cc2ccccc2)n(C)c1=O
9.3	CCCC1=Nc2cc(C(=O)NCCc3ccc(OCC)cc3)ccc2Sc2ccccc21
4.5	Cc1c(NC(=O)c2cc3ccccc3o2)cccc1-c1nc2ccccc2o1
0.8	Cc1nn(-c2ccccc2)c2sc(C(=O)Nc3cccc(Br)c3)cc12
-8.9	O=C(Nc1cc(-c2nc3ccccc3o2)ccc1Cl)c1ccc(Br)o1
4.8	Cc1cc(C)n(-c2nc3cc(Cl)ccc3nc2Nc2ccc(CC(=O)O)cc2)n1
11.6	Cc1cccc2nc(-c3cccc(NS(=O)(=O)c4ccccc4)c3)cn12
-9.3	COC(=O)c1ccc(NC(=O)CCOc2ccccc2)cc1
u	Cc1cc(C)n2c(Nc3cccc(C(F)(F)F)c3)c(-c3ccsc3)nc2n1
4.0	CCOc1ccc(-c2nn(-c3ccccc3)cc2C2NC(=O)NC(C)=C2C(=O)OC(C)C)cc1C (configuration not stated)
3.8	O=C(c1ccccc1)c1ccc2nc(N3CCN(c4ccccc4)CC3)c3nncn3c2c1
6.0	Cc1ccc2oc(-c3ccc(Cl)c(NC(=O)c4cc5ccccc5o4)c3)nc2c1
-1.6	CC1=C(C(=O)OCC2CCCCC2)C(c2ccc(Cl)cc2Cl)CC(=O)N1 (configuration not stated)
0.7	Cc1cccc(N(CC(=O)N(C)Cc2ccccc2)S(=O)(=O)c2ccccc2)c1C
-6.4	COc1ccccc1Nc1nc(-c2ccccc2Cl)c2cc(Br)ccc2n1
1.0	CCOc1ccc(-c2nc3cc(NC(=O)COc4cccc(C)c4)ccc3o2)cc1
14.7	CCOc1ccc(CCNC(c2nnc(-c3ccccc3)o2)c2ccccc2Cl)cc1OCC (configuration not stated)
0.4	COC(=O)c1ccc2nc(C)cc(Nc3ccc(O)cc3)c2c1
-1.0	COc1ccc(NC(=O)CSc2nc(-c3ccco3)cc(C(F)(F)F)n2)cc1Cl
-7.7	O=C1c2oc3ccccc3c(=O)c2C(c2cccc(O)c2)N1Cc1ccc(F)cc1 (configuration not stated)
4.7	Cc1cc(NS(=O)(=O)c2ccc(NC(=O)COc3cc(C)c(Br)cc3C(C)C)cc2)no1
-0.6	COc1ccc(Oc2nc3c(C)cccn3c(=O)c2/C=C(\C#N)c2nc3ccccc3[nH]2)cc1
1.4	CCc1ccc(C2CC(=O)c3c([nH]c(C(=O)OC4CCC(C)CC4)c3C)C2)cc1 (configuration not stated)
5.8	COc1ccc(S(=O)(=O)N(CC(=O)Nc2cc(C)cc(C)c2)c2ccc(Cl)cc2)cc1
-11.8	Cc1ccc(-c2nnc(Nc3cccc(O)c3)c3ccccc23)cc1S(=O)(=O)N1CCOCC1
-0.4	Cc1cccc(NC(=O)Cn2cc(C(=O)c3ccco3)c3ccccc32)c1C
-5.6	CCOC(=O)c1c(-c2ccccc2)oc2ccc(OCc3ccc(C)cc3)cc12
5.1	CC(C)Oc1cccc(C2CC(=O)Nc3cc4c(cc32)OCO4)c1 (configuration not stated)

2 compounds drawn at random from the list so far:
IMPase inh	compound
5.8	COc1ccc(S(=O)(=O)N(CC(=O)Nc2cc(C)cc(C)c2)c2ccc(Cl)cc2)cc1
1.6	O=C(Cn1cc(S(=O)(=O)N2CCN(c3ccccc3F)CC2)c2ccccc2c1=O)Nc1ccc(F)cc1Cl

Next part.
IMPase inh	compound
10.0	COc1ccc(N(C)C(=O)Cn2cc(S(=O)(=O)N3CCN(c4ccccc4F)CC3)c3ccccc3c2=O)c(OC)c1
1.1	Cc1cccc(NC(=O)c2ccc(N(Cc3ccccc3)S(C)(=O)=O)cc2)c1
0.7	CCOC(=O)COc1ccc(C2C(C(=O)OC)=C(C)NC3=C2C(=O)c2ccccc23)cc1Cl (configuration not stated)
-0.4	Cc1ccccc1Oc1nc2c(c(=O)n(C)c(=O)n2C)n1Cc1ccc(Br)cc1
8.4	CCOc1cc(C(c2c(C)[nH]n(-c3ccccc3)c2=O)c2c(C)[nH]n(-c3ccccc3)c2=O)ccc1O
-7.9	COc1ccc(C(=O)N2CCN(C(=O)COc3ccccc3)CC2)cc1OC
1.5	Cc1ccc(-c2nc(N3CCN(c4ccccc4Cl)CC3)c3ccccc3n2)cc1
-7.7	Nc1nonc1-c1nc2ccccc2n1CC(=O)Nc1cccc(Cl)c1Cl
0.3	Cn1c(=O)n(C)c2cc(NS(=O)(=O)c3ccc(F)cc3)ccc21
3.6	CCc1ccc(S(=O)(=O)N(C(C)=O)c2ccc3oc4c(c3c2)CCCC4)cc1
-9.0	COc1cc2ccccc2cc1C(=O)Nc1cccc(-c2nc3cc(C)c(C)cc3o2)c1
-0.1	COc1ccc(S(=O)(=O)N(CC(=O)N2CCc3ccccc3C2)c2ccc(C)cc2)cc1
7.5	COc1ccc(NC(=O)c2ccco2)cc1NC(=O)c1ccc(OC(C)C)cc1
11.5	CCOc1cc(CNc2ccc(O)cc2)cc(Br)c1OCc1ccccc1
-0.3	C=CCOc1ccc(C2c3c(oc4ccc(C)cc4c3=O)C(=O)N2CCCN2CCOCC2)cc1 (configuration not stated)
6.2	Cc1ccccc1OCc1nc2ccccc2n1Cc1ccccc1Cl
-6.6	O=C(Nc1ccc2oc(-c3ccccc3)nc2c1)c1ccc2ccccc2c1
-2.3	CCCCOC(=O)c1ccc(NC(=O)c2sc3nc(C)cc(C)c3c2N)cc1
-3.0	CCCCOc1ccc(S(=O)(=O)N2CCN(c3ccccc3OCC)CC2)cc1
1.3	COc1ccc(S(=O)(=O)NC(C)(C)CO)cc1-c1nnc2c3ccccc3c(C)nn12
7.6	Cc1ccc(C)c(N2CCN(C(c3ccccc3)c3nnc(-c4ccccc4F)o3)CC2)c1 (configuration not stated)
4.0	Cc1ccccc1NC(=O)c1c(NC(=O)C(F)(F)F)sc2c1CCCCC2
0.9	COc1ccccc1NC(=O)CC1Sc2ccc(C(F)(F)F)cc2NC1=O (configuration not stated)
3.4	COc1cc(C2c3c(oc4ccccc4c3=O)C(=O)N2c2nncs2)cc(OC)c1OC (configuration not stated)
-4.0	O=C1CC(c2nnc(Cc3cccc(Cl)c3)o2)CN1c1ccccc1 (configuration not stated)
9.1	CCN(CC)c1ccc(NC(=O)CSc2nc(-c3cccs3)cc(C(F)(F)F)n2)cc1
3.1	COC(=O)CSc1nnc2n(-c3ccccc3)c(=O)c3c4c(sc3n12)COC(C(C)C)C4 (configuration not stated)
-4.9	O=C(Nc1ccc(-c2nc3cc(Cl)ccc3o2)cc1)c1cc2ccccc2o1
-6.2	CCOc1ccc(NC(=O)CSc2nnc3scc(-c4ccccc4)n23)cc1
-8.5	CCn1c(=O)c(=O)n(CC)c2cc(N3CCCCC3)c(NC(=O)c3ccc(Cl)cc3)cc21

Molecules listed so far that contain a COOH group:
IMPase inh	compound
-18.1	CCOc1ccc2nc(Cl)c(C3CC(c4ccc(C)cc4)=NN3C(=O)CCC(=O)O)cc2c1 (configuration not stated)
5.3	COc1ccc(OCC(=O)NC(Cc2c[nH]c3ccccc23)C(=O)O)cc1 (configuration not stated)
4.8	Cc1cc(C)n(-c2nc3cc(Cl)ccc3nc2Nc2ccc(CC(=O)O)cc2)n1

(cont.)
IMPase inh	compound
-3.9	Cc1cc(Cl)ccc1OCc1nc(-c2ccc(-n3cccc3)cc2)no1
u	O=C1CC(c2cccc(O)c2)c2cc3c(cc2N1)OCO3 (configuration not stated)
11.9	COc1ccc(NC(=O)C2CCC(CNS(=O)(=O)c3ccc(Br)s3)CC2)c(OC)c1 (configuration not stated)
1.7	COc1ccccc1N1CCN(CCC(=O)Nc2cccc(F)c2)CC1
17.1	Cc1ccc(OCCOCCn2c(-c3ccc(Cl)cc3)nc3ccccc3c2=O)cc1
3.8	Cc1oc2ccc(NS(=O)(=O)c3ccc(F)cc3)cc2c1C(=O)O
3.1	Cc1c(C(=O)OC2CCC(C)CC2)[nH]c2c1C(=O)CC(c1ccc(N(C)C)cc1)C2 (configuration not stated)
-6.3	COc1ccc(N2CCN(CC(O)COc3ccccc3C(C)(C)C)CC2)cc1 (configuration not stated)

These rows are one share of the data. The share of hits here may be higher or lower than overall.
